Screening results deposited in PubChem BioAssay by several laboratories.
MCL1 BIM primary: MCL1-BIM-BH3 interaction inhibition (human). Q07820. AID 2057. GST-MCL1 / FITC-Bim-BH3 fluorescence polarization. actives 0.68% (n = 320,000). inhibition, % at 10.9 µM;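 active = inhibition above the mean inhibition of all tested compounds plus 3 SD, set per campaign, cut at about 40% in these data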;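 also: 0% = DMSO wells and 100% = unlabeled Bim-BH3 peptide control; higher means more loss of mP so more displacement of Bim peptide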
GLD-1 TGE inh: GLD-1-TGE RNA interaction inhibition (C. elegans). Q17339. purified GLD-1 + fluorescein TGE RNA, fluorescence polarization. actives 0.44% (n = 320,000). inhibition, % at 5.96 µM. AID 2280;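 active = percent inhibition above a per-plate cutoff, the plate mean of test compounds plus 3 SD, cut at about 30% in these data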;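 also: 0% = DMSO wells with GLD-1 and probe and 100% = wells lacking GLD-1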
BCLXL inh: Bcl-xL (human) inhibition | Q07817 | GST-Bcl-xL / FITC-Bim BH3 peptide fluorescence polarization | inhibition, % at 10.9 µM | actives 0.7% (n = 320,000) | AID 2129;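 active = inhibition above the mean of all tested compounds plus 3 SD, cutoff set per campaign, cut at about 30% in these data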;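 also: 0% = DMSO wells and 100% = unlabeled Bim-BH3 peptide competitor; inhibitors lower millipolarization by displacing the labeled peptide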
Target sequence (Q07817 whole entry, looked up): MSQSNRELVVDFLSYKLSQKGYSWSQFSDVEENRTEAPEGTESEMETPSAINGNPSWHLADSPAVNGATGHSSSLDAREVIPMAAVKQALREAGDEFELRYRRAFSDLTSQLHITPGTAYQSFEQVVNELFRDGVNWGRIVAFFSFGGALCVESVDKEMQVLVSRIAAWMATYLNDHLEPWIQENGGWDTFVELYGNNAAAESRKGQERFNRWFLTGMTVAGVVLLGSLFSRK
PAFAH1B2 FP inh: inhibitors of human PAFAH1B2. P68402. recombinant PAFAH1B2, FP-rhodamine activity probe, fluorescence polarization. inhibition, % at 3.39 µM. actives 1.2% (n = 340,000);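 active = inhibition above the mean of all tested compounds plus 3 SD, cut at about 24% in these data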;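 also: 0% = enzyme with DMSO and 100% = wells lacking PAFAH1B2; many of its hits are not listed in these tables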
Target sequence (P68402 whole entry, looked up): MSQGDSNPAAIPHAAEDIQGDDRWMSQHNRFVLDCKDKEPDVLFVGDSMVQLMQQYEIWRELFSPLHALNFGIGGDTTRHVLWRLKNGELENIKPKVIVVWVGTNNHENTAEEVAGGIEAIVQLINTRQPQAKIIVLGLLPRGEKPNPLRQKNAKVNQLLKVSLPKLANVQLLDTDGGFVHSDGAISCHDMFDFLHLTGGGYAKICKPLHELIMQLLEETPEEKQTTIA
pPAFAH FP inh: inhibitors of human plasma PAF acetylhydrolase (pPAFAH) | AID 463082 | recombinant pPAFAH, FP-rhodamine probe fluorescence polarization | inhibition, % at 3.39 µM | Q13093 | actives 1.5% (n = 330,000);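 active = inhibition above the mean inhibition across the screen plus 3 SD, cut at about 25% in these data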;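 also: inhibitors block binding of the rhodamine activity-based probe so polarization drops; 0% = enzyme with DMSO and 100% = wells lacking pPAFAH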
Target sequence (Q13093 whole entry, looked up): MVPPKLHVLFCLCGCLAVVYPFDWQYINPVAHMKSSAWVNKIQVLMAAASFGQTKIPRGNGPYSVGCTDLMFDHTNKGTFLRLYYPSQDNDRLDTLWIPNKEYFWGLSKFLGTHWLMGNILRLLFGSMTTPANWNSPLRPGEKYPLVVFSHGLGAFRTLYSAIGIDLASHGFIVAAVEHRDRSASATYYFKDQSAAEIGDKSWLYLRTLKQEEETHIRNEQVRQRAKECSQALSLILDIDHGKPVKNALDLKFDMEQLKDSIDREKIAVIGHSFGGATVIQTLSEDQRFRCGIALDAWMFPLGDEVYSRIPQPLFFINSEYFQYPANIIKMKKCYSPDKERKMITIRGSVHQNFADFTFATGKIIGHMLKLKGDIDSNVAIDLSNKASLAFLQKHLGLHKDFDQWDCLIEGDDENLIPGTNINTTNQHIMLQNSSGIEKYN
MEX-5 binding: C. elegans MEX-5 TCR-2 RNA binding activity | Q9XUB2 | MEX-5/FITC-TCR2 RNA binding, fluorescence polarization; active compounds read low | activity score (negative = inhibition of binding), % at 10 µM | actives 0.38% (n = 300,000) | AID 1832;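 active = inhibition past about -25% in most replicates, and total fluorescence under double the plate's negative control median, limit read from the data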;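 also: 0% = DMSO and -100% = 5 µM competing unlabeled TCR2 RNA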
AHR activator: human AHR activation | P35869 | AHR-responsive luciferase reporter cells, luminescence | activation, % at 5 µM | actives 2.5% (n = 320,000) | AID 2796; in the data active = activation above about 47%;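 also: 0% = vehicle wells and 100% = reference agonist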
Fam108B inh: blocks mouse Fam108B hydrolase in RBBP9 counter-screen; recombinant Fam108B, FP-Rh probe fluorescence polarization; inhibition, % at 9.51 µM; actives 0.33% (n = 300,000);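 active = inhibition above the screen mean inhibition plus 3 SD, computed separately per campaign, cut at about 18% in these data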;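 also: inhibitors lower polarization as less probe binds the enzyme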
PME-1 primary: blocks human protein phosphatase methylesterase 1 | Q9Y570 | actives 0.53% (n = 320,000) | inhibition, % at 5.9 µM | recombinant PME-1, FP-Rh probe fluorescence polarization;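 active = inhibition above the campaign mean of all compounds plus 3 SD, cut at about 26% in these data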;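 also: competitive labeling of PME-1 active site by serine hydrolase directed probe; 0% = PME-1 with DMSO and 100% = wells lacking PME-1 enzyme; inhibitors block probe labeling so polarization falls and inhibition rises; many of its hits are not listed in these tables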
Active calls of the source: *; / = no result given. Some of the compounds tested; the hit share may differ from the screen's.

| Molecule | MCL1 BIM primary | GLD-1 TGE inh | BCLXL inh | PAFAH1B2 FP inh | pPAFAH FP inh | MEX-5 binding | AHR activator | Fam108B inh | PME-1 primary |
| --- | --- | --- | --- | --- | --- | --- | --- | --- | --- |
| COc1cccc(C(=O)C2CCCN(C(=O)CCC3=NNC(=O)CC3)C2)c1 (stereo unspecified) | 9 | -1 | 5 | -1 | -1 | 0.6 | -4 | -1 | 8 |
| O=c1cc(N=Nc2ccc(Cl)cc2)[nH]c(=O)[nH]1 | -1 | 8 | 7 | 15 | 6 | -8.4 | -1 | 0 | 2 |
| O=C(N/N=C/c1ccc(F)cc1)c1cc(-c2ccc3c(c2)OCO3)n[nH]1 | 3 | 2 | 2 | -9 | -2 | 2.2 | 39 | -6 | -11 |
| COc1cccc(-n2c(=O)c3c(C)c(C(=O)N(C)C)sc3n(CC(=O)NCC3CCCO3)c2=O)c1 (stereo unspecified) | -7 | -2 | -2 | 1 | 9 | 2.8 | 0 | 1 | 2 |
| CCc1ccccc1NC(=S)N1CCNC(=O)C1CC(=O)OC (stereo unspecified) | 6 | 0 | 5 | 7 | 0 | -0.3 | 0 | 7 | -3 |
| COc1ccc2[nH]c(C(=O)O)c(NS(=O)(=O)c3ccc(F)cc3)c2c1 | 13 | -1 | 3 | 27* | 4 | -2.8 | 6 | 4 | 4 |
| Cc1cc(C(=O)COC(=O)c2n[nH]c(=O)c3ccccc23)c(C)n1C | 3 | 3 | 2 | -1 | 1 | / | 2 | / | 1 |
| O=C(C(=O)N1CCCC1)c1c[nH]c2ccccc12 | 6 | -4 | -1 | 4 | -1 | -1.9 | 11 | 2 | 5 |
| CCOc1ccc(CN(C)C(C)C(=O)NCc2ccccc2)cc1 (stereo unspecified) | -5 | 1 | 2 | -1 | 8 | 0.1 | 3 | 8 | 6 |
| O=C(NCCSc1ccccc1)c1ccc(Br)cc1 | 4 | 4 | 0 | 7 | -6 | 0.6 | 1 | -6 | -13 |
| COc1cccc(NCc2cc(=O)oc3cc(-c4ccccc4)c(O)cc23)c1 | 2 | 6 | 2 | 2 | 3 | -0.5 | 76* | 10 | 9 |
| O=C(NCc1ccccn1)C(=O)N/N=C/c1ccc2c(c1)OCO2 | 3 | -4 | 0 | 0 | 3 | -1.0 | 9 | -7 | 2 |
| COc1ccc(NC(=O)c2cc(-c3ccc(C)o3)nc3ccccc23)cc1OC | 22 | -6 | 12 | -7 | 5 | / | 9 | 1 | -2 |
| Cc1cc(NC(=O)CSc2nnc(-c3ccncc3)n2C)n(-c2ccccc2)n1 | 1 | 5 | 5 | 2 | 0 | -0.1 | 1 | -3 | -4 |
| CN(C)S(=O)(=O)c1cccc(C(=O)NCC(=O)NC2CCN(Cc3ccccc3)CC2)c1 | -6 | 1 | 3 | 3 | -9 | 0.5 | 0 | -3 | -7 |
| Cc1cc2[nH]ncc2cc1NC(N)=S | -7 | 3 | -4 | -2 | 0 | 0.7 | 3 | 2 | -3 |
| COC(=O)C(NC(=O)c1ccccc1C(=O)O)c1ccc2ccccc2c1 (stereo unspecified) | -1 | 10 | 0 | 0 | -2 | -0.1 | 2 | 4 | -2 |
| Cc1ccc2nc(-c3cccnc3)cc(C(=O)Nc3ccc(F)cc3C)c2c1 | 1 | -4 | 5 | 1 | 3 | -0.6 | 10 | 1 | -3 |
| COc1ccccc1/C(C)=N/Oc1cc(N)cc([N+](=O)[O-])c1 | 11 | -3 | 9 | 5 | 15 | / | 14 | / | 5 |
| CCCNC(=O)NC(=O)CSc1nnc(-c2ccncc2)n1CC | 12 | 12 | 13 | 9 | -1 | -3.2 | 2 | 3 | -7 |
| Cc1cc(N)ccc1N1CCCC1 | 38 | -2 | 30 | 8 | 26* | -0.9 | 7 | 13 | 33* |
| O=C(Cc1ccc(Cl)cc1)Nc1cccc(C(=O)Nc2ccccc2C(=O)O)c1 | 0 | 0 | 3 | 0 | -4 | 0.9 | 4 | -12 | -22 |
| O=C(Cc1csc(N2CCOCC2)n1)N/N=C/c1ccc(Cl)cc1Cl | 2 | -1 | 3 | 0 | 4 | 1.8 | 8 | 1 | 6 |
| CS(=O)(=O)N(CC(=O)Nc1ccc(S(=O)(=O)N2CCCC2)cc1)c1ccccc1 | 3 | -6 | 6 | 4 | 4 | -0.5 | 6 | 8 | -2 |
| CCOC(=O)COc1ccc(C(=O)Nc2cccc(Cl)c2C)cc1 | -2 | -6 | -1 | 6 | -3 | 0.3 | 4 | 2 | 0 |

Limited to PAFAH1B2 FP inh and Fam108B inh (2 entries from above):
Molecule | PAFAH1B2 FP inh | Fam108B inh
CCCNC(=O)NC(=O)CSc1nnc(-c2ccncc2)n1CC | 9 | 3
Cc1cc2[nH]ncc2cc1NC(N)=S | -2 | 2

(listing goes on)
| Molecule | MCL1 BIM primary | GLD-1 TGE inh | BCLXL inh | PAFAH1B2 FP inh | pPAFAH FP inh | MEX-5 binding | AHR activator | Fam108B inh | PME-1 primary |
| --- | --- | --- | --- | --- | --- | --- | --- | --- | --- |
| CN1OC(COC(=O)c2ccc(Cl)cc2)CC1c1ccccc1 (stereo unspecified) | 6 | 9 | 3 | -4 | 5 | 1.4 | 3 | -2 | 6 |
| NC(=O)c1ccccc1NC(=O)c1ccccc1Cl | -6 | 2 | 0 | 5 | 7 | 1.7 | 0 | 2 | -8 |
| CCCCc1ccc(S(N)(=O)=O)cc1 | 10 | 6 | 7 | -1 | 2 | 0.6 | -1 | 2 | 2 |
| Cc1ccc2oc(=O)c3cc(C(=O)NCCCN4CCN(C)CC4)sc3c2c1 | -4 | -3 | 1 | 1 | 5 | -4.3 | 2 | 2 | 5 |
| CC(C)(C)c1nc(SCC(=O)Nc2ccc3c(c2)OCCO3)c2ccccc2n1 | 0 | 7 | 4 | 1 | 0 | -4.0 | -2 | 0 | 6 |
| N#Cc1c(NC(=O)c2ccc(-c3ccccc3[N+](=O)[O-])o2)sc2c1CCCC2 | 8 | 20 | 1 | 1 | 9 | 0.2 | 10 | 0 | 6 |
| CCc1ccc(OCC(=O)NNC(=O)CSc2nnc(-c3ccc(C)cc3)n2C)cc1 | -3 | 5 | -3 | 6 | 20 | 0.2 | 6 | 2 | -2 |
| O=C(Cn1cnc([N+](=O)[O-])n1)c1ccc(O)c(O)c1 | 10 | 9 | 2 | 2 | 56* | -3.8 | 0 | -2 | 6 |
| O=C(Nc1ccc(S(=O)(=O)N2CCOCC2)cc1)C1COc2ccccc2O1 (stereo unspecified) | 0 | 5 | 3 | 11 | -2 | / | 2 | 1 | -3 |
| CCCN(C(=O)c1cc(CC)c(C)s1)c1c(N)n(Cc2ccccc2)c(=O)[nH]c1=O | -4 | 1 | -9 | 0 | 4 | 2.2 | 1 | -1 | 2 |
| Cc1ccc(OCCCCN2CCCCC2)c(C)c1 | 3 | 1 | -2 | 2 | -1 | -3.2 | -1 | 1 | -2 |
| O=S(=O)(c1ccc(-c2ccccn2)s1)N1CCC2(CC1)OCCO2 | 4 | 0 | 3 | / | -5 | -5.0 | 1 | -3 | 2 |
| Cc1ccc(/C=N/NC(=O)COc2ccccc2-c2ccccc2)cc1 | 67* | 53* | 68* | 1 | 17 | 0.1 | 0 | 3 | -2 |
| CCNc1nc(SC(C)C(=O)Nc2ccccc2)nc(N2CCOCC2)n1 (stereo unspecified) | -1 | 10 | 2 | 0 | 2 | 0.9 | 2 | -2 | -1 |
| CC1CCN(c2ccc(C=O)o2)CC1 | -4 | -3 | 0 | 2 | -2 | 0.9 | 0 | -2 | -1 |
| O=C(c1ccccc1)c1ccc(N2CCOCC2)c(NC(=O)c2ccco2)c1 | -1 | -6 | 1 | -3 | 12 | 2.1 | 24 | -1 | 4 |
| O=C(NCc1ccccc1)c1ccc(CNc2c(N3CCCC3)c(=O)c2=O)cc1 | 3 | -1 | 5 | -1 | 9 | -0.1 | 1 | 0 | -1 |
| COc1cccc(CNc2ccc(S(N)(=O)=O)cc2)c1OC | 1 | -2 | -1 | -3 | 4 | -0.2 | 0 | 3 | 2 |
| COc1ccccc1Nc1nc(NCCCN(C)C)nc(N)c1[N+](=O)[O-] | 2 | 1 | 4 | 1 | 7 | 0.5 | 62* | -3 | 0 |
| Nc1ccc2c(C(F)(F)F)cc(C(F)(F)F)nc2n1 | 5 | 5 | 1 | 5 | 2 | -0.2 | 0 | 1 | 6 |
| CCOC(=O)Cc1csc(SCC(=O)Nc2oc(C)c3c(C)n[nH]c(=O)c23)n1 | 5 | 3 | 2 | 9 | 1 | / | 1 | / | -6 |
| COc1ccc(Nc2ncnc3nc[nH]c23)cc1OC | -1 | 1 | -1 | 4 | -6 | -33* | 90* | -3 | 0 |
| COc1cc(OC)nc(Oc2cc(/C=N/O)ccc2OC)n1 | 0 | 5 | 1 | 4 | 2 | -3.3 | 3 | 4 | 1 |
| O=C(NCCc1ccccc1)c1nccc2ccccc12 | -4 | 11 | -3 | -1 | -3 | 1.9 | 3 | 1 | -1 |
| COC(=O)c1[nH]c2cccc(OC)c2c1NC(=O)CCN1CCSCC1 | -3 | -2 | 2 | 7 | -2 | -1.4 | -2 | 4 | 4 |

Another view of part of the listing above:
The line under a structure holds: MCL1 BIM primary, GLD-1 TGE inh, BCLXL inh, PAFAH1B2 FP inh, pPAFAH FP inh, MEX-5 binding, AHR activator, Fam108B inh, PME-1 primary
- CCc1ccc(OCC(=O)NNC(=O)CSc2nnc(-c3ccc(C)cc3)n2C)cc1
→ -3, 5, -3, 6, 20, 0.2, 6, 2, -2
- O=C(Cn1cnc([N+](=O)[O-])n1)c1ccc(O)c(O)c1
→ 10, 9, 2, 2, 56*, -3.8, 0, -2, 6
- O=C(Nc1ccc(S(=O)(=O)N2CCOCC2)cc1)C1COc2ccccc2O1 (stereo unspecified)
→ 0, 5, 3, 11, -2, /, 2, 1, -3
- CCCN(C(=O)c1cc(CC)c(C)s1)c1c(N)n(Cc2ccccc2)c(=O)[nH]c1=O
→ -4, 1, -9, 0, 4, 2.2, 1, -1, 2
- Cc1ccc(OCCCCN2CCCCC2)c(C)c1
→ 3, 1, -2, 2, -1, -3.2, -1, 1, -2
- O=S(=O)(c1ccc(-c2ccccn2)s1)N1CCC2(CC1)OCCO2
→ 4, 0, 3, /, -5, -5.0, 1, -3, 2

Additional entries
| Molecule | MCL1 BIM primary | GLD-1 TGE inh | BCLXL inh | PAFAH1B2 FP inh | pPAFAH FP inh | MEX-5 binding | AHR activator | Fam108B inh | PME-1 primary |
| --- | --- | --- | --- | --- | --- | --- | --- | --- | --- |
| O=C(C/C=N\OCc1ccc([N+](=O)[O-])cc1)Nc1ccc(F)cc1F | -6 | 7 | 1 | 3 | 3 | -0.1 | -3 | 0 | 0 |
| COc1cc(CC(=O)N2CCC(n3nccc3NC(=O)C3CC3)CC2)cc(OC)c1OC | -1 | 1 | 0 | 6 | 4 | 2.9 | -1 | -2 | -4 |
| O=S(=O)(c1ccc2oc3ccccc3c2c1)N1CCOCC1 | 3 | 0 | 6 | -2 | 2 | 2.0 | 1 | 0 | 6 |
| COCCNC(=O)c1cc2cc(Br)cc(Br)c2oc1=O | 1 | 1 | 6 | 10 | 1 | 0.1 | 5 | 0 | -2 |
| CC(C)NCC(O)c1ccc(O)c(O)c1 (stereo unspecified) | -1 | 1 | -3 | -6 | 5 | 0.8 | -5 | -3 | 0 |
| O=C(CCc1ccccc1)Nc1nn[nH]n1 | 9 | 4 | 3 | 6 | 4 | -1.1 | 1 | -6 | -1 |
